A-T KAP1 phos: candidate therapy for ataxia-telangiectasia; AID 485349; 320,000 compounds, 0.19% hits; […] A-T fibroblasts, KAP-1 phosphorylation AlphaLISA; neocarzinostatin DNA damage 30 min before lysis; Potency, µM (top dose mostly 57.5 µM), without a hit: at the top dose activation, most hits filed as activators; also: potency is read from the fitted curve at half-maximal effect; % of control where 0% means no effect; nearly all actives have a fitted effect of over 45% in size
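hTERT-immortalized A-T patient fibroblasts ([…]), 500 cells/well in OPTI-MEM, 1% FBS, got compounds for 60 min, then NCS for 30 min at 37C. Lysates were then assayed for phospho-KAP-1 by AlphaLISA (anti-pKAP1 donor, anti-KAP1 acceptor beads), 6 hr at 25C.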
TSHR antagonist: human thyrotropin receptor antagonism. P16473. TSHR-expressing cells, TSH-stimulated cAMP HTRF, 2 h; active compounds read low. activity change, negative = inhibition, % at 11.5 µM. 330,000 compounds, 0.2% hits. AID 504810;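 active = activity change below a set negative limit, meaning inhibition stronger than a set level, cut at about -70% in these data; inconclusive = activity change between two set negative limits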; also: % is scaled to controls: 0 for no effect and ±100 for the full control effect
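TSHR-expressing cells were treated with compounds, then stimulated with TSH at EC80 (4nM final) for 2 hours at 37 deg C. Cellular cAMP was measured by HTRF competition between lysate cAMP and cAMP-d2 for a cryptate-labelled anti-cAMP antibody.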
Chronic BCR inh: chronic active BCR signaling inhibition; ABC-DLBCL IkBa-CBG/CBR reporter, luminescence ratio, 4 h; Potency, µM (highest dose often 46.1 µM), without a hit: at the top dose ratio change, negative = lower green/red ratio, usual class: inhibitors; 340,000 compounds, 0.05% hits; AID 493014; active = well fitted inhibition curve with a large enough effect in the signal ratio, with a control signal flat, not every such curve was filed as active; inconclusive = small, poorly fitted or top-dose-only effect, or effect the other way, or a change in a side signal; the % refers to the signal ratio;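 also: potency is read from the fitted curve at half-maximal effect; plate controls were basal doxycycline-induced cells for no effect and cells given 10 µM MG132 for full effect; MG132 reads +100%, hits lower the ratio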
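Doxycycline induced both beetle luciferases in TMD8 lymphoma cells; IKK-driven degradation limits the IkappaBalpha-fused green signal, while red luminescence normalises for cell number and nonspecific effects. Compounds tested up to 46 uM, 4 hrs.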
PTAP TSG101 blk: blocks PTAP/TSG101 interaction to inhibit HIV-1 budding | Q99816 | Fluorescence polarization, FITC-PTAP peptide / Tsg101 binding | Potency, µM (doses to about 115 µM), inactives show at the top dose activity change, negative = inhibition, hits mostly inhibitors | 340,000 tested, under 10 active | AID 493005; active = well fitted inhibition curve with a large enough effect in the main read-out, with a control signal flat, not every such curve was filed as active; inconclusive = small, poorly fitted or top-dose-only effect, or effect the other way, or a change in a side signal; inactive = no such curve, though single readings can be large or run the other way; also: potency is read from the fitted curve at half-maximal effect; % of control where 0% means no effect
Target sequence (Q99816 whole entry, looked up): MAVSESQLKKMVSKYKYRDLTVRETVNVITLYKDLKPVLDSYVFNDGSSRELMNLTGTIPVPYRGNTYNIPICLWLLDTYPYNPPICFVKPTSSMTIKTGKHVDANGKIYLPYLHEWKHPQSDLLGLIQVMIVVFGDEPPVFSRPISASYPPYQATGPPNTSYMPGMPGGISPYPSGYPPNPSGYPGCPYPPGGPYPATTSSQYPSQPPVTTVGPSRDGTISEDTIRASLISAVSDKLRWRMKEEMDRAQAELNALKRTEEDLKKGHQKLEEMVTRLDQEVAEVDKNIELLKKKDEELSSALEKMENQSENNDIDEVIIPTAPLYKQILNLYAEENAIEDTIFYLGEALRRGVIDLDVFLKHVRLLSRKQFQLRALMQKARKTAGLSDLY
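Steps: Tsg101 binding domain dispensed (10 uM final), compounds pinned in DMSO, FITC-labeled PTAP-motif peptide added (50 nM final); after 20 min binding at room temperature, polarization measured.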
S-ASM inh: blocks human secretory acid sphingomyelinase | AID 504937 | placental ASM, HMU-PC fluorogenic substrate, 60 min | Potency, µM (doses to about 57.5 µM), for the others: top-dose activity change, negative = inhibition, usual class: inhibitors | 340,000 compounds, 0.006% hits | P17405; also: potency is read from the fitted curve at half-maximal effect
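Fluorogenic HMU-PC substrate (9 uM final) is turned over by placental ASM in 60 min at 37 C after a 10 min compound preincubation. Reaction ended by alkaline stop (pH 10), with fluorescence read at 386/447 nm.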
Eya2 inh: blocks the phosphatase activity of human Eya2; Potency, µM (titrated, usually from 76.9 µM), without a hit: top-dose activity, negative = inhibition, actives largely listed as inhibitors; AID 488837; recombinant Eya2, OMFP fluorescence dephosphorylation (OMFP is methylfluorescein phosphate); O00167; 330,000 compounds, 0.006% hits; also: potency is read from the fitted curve at half-maximal effect; % is scaled to controls: 0 for no effect and ±100 for the full control effect
Target sequence (O00167 whole entry, looked up): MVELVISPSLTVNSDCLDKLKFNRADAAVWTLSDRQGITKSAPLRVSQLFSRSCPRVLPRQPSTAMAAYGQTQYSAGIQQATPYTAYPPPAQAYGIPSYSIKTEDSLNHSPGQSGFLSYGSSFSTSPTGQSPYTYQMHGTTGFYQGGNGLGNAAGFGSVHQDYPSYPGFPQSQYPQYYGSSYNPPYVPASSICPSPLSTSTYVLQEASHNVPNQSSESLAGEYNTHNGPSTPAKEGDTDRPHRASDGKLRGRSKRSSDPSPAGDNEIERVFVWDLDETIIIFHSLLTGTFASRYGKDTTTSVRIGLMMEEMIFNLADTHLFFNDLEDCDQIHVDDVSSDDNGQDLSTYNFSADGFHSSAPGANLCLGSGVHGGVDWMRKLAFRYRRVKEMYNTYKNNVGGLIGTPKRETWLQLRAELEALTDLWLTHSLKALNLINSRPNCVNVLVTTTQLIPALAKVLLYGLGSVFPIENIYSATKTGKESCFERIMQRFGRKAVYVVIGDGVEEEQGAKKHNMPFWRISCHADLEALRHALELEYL
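Eya2 (0.2 uM) preincubated 10 min at ambient with compound, then OMFP substrate added at 50 uM; 10 min reaction in 50 mM HEPES pH 7.5, 50 mM NaCl, 5 uM MgCl2, 0.05% BSA, 1 mM DTT. Fluorescence read at Ex 485/Em 525 nm.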
TCR activator: T cell receptor activation; primary human leukocytes, anti-CD3, IL-2 HTRF, 48 h; AID 504894; 330,000 tested, under 10 active; Potency, µM (titrated, usually from 9.22 µM), for inactives: at the highest dose activation of IL-2 secretion, hits mostly activators; also: % of control where 0% means no effect
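1) Mix primary human leukocytes, a-CD3 beads and compound. 2) Incubate 48 hr. 3) Add HTRF IL-2 reagents (a-IL-2-K, a-IL-2-d2).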
Tb PFK inh: T. brucei PFK enzyme inhibition. T. brucei PFK, ADP-Glo luminescence. AID 485367. O15648. 330,000 compounds, 0.17% hits. Potency, µM (highest dose often 57.5 µM), for the others: at the highest dose activity, negative = inhibition, actives largely listed as inhibitors;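 also: potency is read from the fitted curve at half-maximal effect; 0% = uninhibited 1x PFK enzyme wells and -100% = no-enzyme wells; nearly all actives have a fitted effect of over 60% in size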
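Compounds were pin-transferred as a titration series up to 57 uM into substrate buffer (0.5 mM F6P, 0.1 mM ATP, pH 8.0), then 1.25 nM PFK was added and reactions ran 45 min before ADP-Glo detection.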
ELG1 repair inh: ELG1-dependent DNA repair inhibition; HEK293T ELG1-luciferase reporter, luminescence, 16 h; DNA damage induced by 5-fluorouridine; Potency, µM (titrated, usually from 46.1 µM), inactives show at the top dose activity change, negative = inhibition, hits mostly inhibitors; 330,000 compounds, 2.3% hits; also: potency is read from the fitted curve at half-maximal effect; % is scaled to controls: 0 for no effect and ±100 for the full control effect; nearly all actives have a fitted effect of over 55% in size
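HEK293T cells expressing luciferase-tagged ELG1 (2,000/well) received 5-Fluorouridine plus compound or DMSO for 16 hr at 37 °C. Luciferase was read by ONE-Glo luminescence after 30 min at room temperature.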
Mito fusion yeast: mitochondrial division inhibition or fusion activation | S. cerevisiae fusion-defective mutant growth rescue, CellTiterGlo 48 h | Potency, µM (series often up to 46.1 µM), without a hit: at the highest dose growth rescue (activation), usual class: activators | 320,000 compounds, 0.23% hits | AID 485298;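 also: potency is read from the fitted curve at half-maximal effect; % of control where 0% means no effect; nearly all actives have a fitted effect of over 45% in size; temperature-sensitive fusion mutants such as fzo1-1 at 37 °C on non-fermentable ethanol glycerol medium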
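Yeast fusion mutant, YPEG (non-fermentable carbon), compound, 48 h at 37C non-permissive; CellTiterGlo added, 10 min RT, luminescence read. Rescued growth = division inhibition.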
Integrin act MD: activates integrin-mediated alleviation for muscular dystrophy; alpha7betagal myoblasts, beta-gal FDG fluorescence, 48 h; Potency, µM (doses to about 38.3 µM), for the others: at the top dose activation, most hits filed as activators; 350,000 compounds, 0.064% hits; AID 624291;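 also: potency is read from the fitted curve at half-maximal effect; 100% = response of the positive control SU9516; nearly all actives have a fitted effect of over 60% in size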
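Alpha7betagal+/- myoblasts (passage 13) were plated 16-24 hr, then exposed to compounds (1:260 dilution of DMSO stock) for 48 hours at 37C. After MPER lysis, β-galactosidase reporter activity was read as FDG fluorescence (ex 480/em 540) after 30 minutes.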
An asterisk follows results filed as active; u = inconclusive; x = no result given; [ ] = dose if it differs, or a comment. Unless noted, calls follow the shape of the dose curve; as a rule, active = well fitted curve in the direction sought with a large enough effect; inconclusive = small, poorly fitted or top-dose-only effect, or another doubt; inactive = no such curve, though single readings can be large; an effect the other way counts as inactive or inconclusive.

SMILES	A-T KAP1 phos	TSHR antagonist	Chronic BCR inh	PTAP TSG101 blk	S-ASM inh	Eya2 inh	TCR activator	Tb PFK inh	ELG1 repair inh	Mito fusion yeast	Integrin act MD
Cc1cccc(C(=O)N[C@H](C(=O)Nc2nc3ccc(S(C)(=O)=O)cc3s2)C(C)C)c1	-1%	2	0%	-4%	-3%	-1%	x	-5%	1%	1%	3%
COCCN(Cc1nc2ccccc2c(=O)[nH]1)C(=O)COc1cccc(C(C)=O)c1	5%	-5	3%	-6%	4%	-5%	-9%	-9%	4%	-1%	0%
COC(=O)c1cccc(NC(=O)c2cccc(N3C(=O)CCC3=O)c2)c1	-5%	11	-1%	1%	0%	4%	x	3%	29%	-3%	-31%
O=[N+]([O-])c1ccccc1OCc1nc(-c2cccs2)no1	3%	-10	-23%	-1%	-4%	u	-14%	2%	u	-9%	7%
CN(C(=O)CSc1nc(O)cc(=O)n1-c1ccccc1F)c1ccccc1	6%	-8	11%	0%	4%	-2%	7%	1%	3%	2%	-2%
Cc1ccc(-c2csc(NC(=O)Cn3cnc4c3c(=O)n(C)c(=O)n4C)n2)cc1C	-3%	8	u	0%	0%	5%	-4%	2%	u	0%	-65%[inhibitor]
OCC1(Cc2ccccc2)CCN(Cc2ccc(C(F)(F)F)cc2)CC1	-2%	3	-1%	1%	0%	-11%	4%	-6%	-22%	5%	8%
Cc1ccc(N2C(=O)c3ccc(C(=O)N4CCN(c5ccccc5F)CC4)cc3C2=O)cc1	-1%	20	3%	-6%	-11%	4%	6%[46.1 µM]	4%	9%	-1%	22%
COc1ccc(N(C(=O)C2CCCCC2)S(=O)(=O)c2cccc3cccnc23)cc1	-3%	5	u	-8%	-4%	-7%	2%	-6%	-17%	9%	23%
Cc1cccc(NC(=O)COn2nnc3ccc(S(C)(=O)=O)cc32)c1	12%	1	-25%	1%	0%	-10%	5%	-4%	-3%	3%	-44%
Cc1ccc(-c2nnn(CC(=O)N(c3ccccc3)C(C(=O)NC3CCCC3)c3ccncc3)n2)o1 (stereo not drawn)	0%	2	0%	0%	-1%	14%	2%	-2%	28%	-6%	-55%[inhibitor]
COc1ccc(C(=O)Nc2ccc(C(=O)NCC3CCCO3)cc2)c(OC)c1OC (stereo not drawn)	0%	-3	-4%	0%	2%	-9%	x	1%	-25%	0%	17%
CC(=O)Nc1ccc(S(=O)(=O)Nc2nccc(C)n2)cc1	-2%	-4	3%	-1%	3%	7%	4%	0%	-11%	-1%	28%
Cc1ccccc1NC(=O)COC(=O)c1c(-c2ccccc2)noc1C	7%	2	-6%	-5%	-1%	-5%	1%	-2%	u	-1%	37%
CN1C(=O)CC(C(=O)O)SC1=Nc1cc(Cl)cc(Cl)c1 (stereo not drawn)	5%	10	3%	-9%	4%	7%	1%[46.1 µM]	1%	-1%	x	16%
Cc1cccc(C)c1OCC(=O)Nc1cc(Cl)ccc1-n1cncn1	3%	4	-19%	-2%	x	-5%	-2%	-4%	-17%	12%	-12%
CCOC(=O)C(c1ccccc1)C(Nc1cc(C(F)(F)F)cc(C(F)(F)F)c1)c1ccccn1 (stereo not drawn)	-4%	-4	-7%	0%	-3%	-13%	5%	0%	26%	-1%	12%
COc1ccc(-n2c(=O)c3ccccc3n(CC(=O)NCC3CCCO3)c2=O)cc1 (stereo not drawn)	-6%	16	3%	-6%	-7%	2%	11%	0%	1%	-11%	15%
Cc1nc2ncnn2c(C)c1CCC(=O)Nc1ccc(S(=O)(=O)N2CCCCCC2)cc1	-3%	1	-3%	-4%	0%	-15%	6%	-6%	6%	3%	-22%
Clc1ccccc1-c1cc(COc2ccc3ccccc3c2)no1	26%	8	u	-5%	-4%	-24%	-2%	-9%	u	5%	24%
O=S1(=O)CCOC[C@H](CC2CCCCC2)N1Cc1ccc(F)cc1	30%	42	9%	-5%	47%	-7%	-3%	-7%	9%	2%	3%
COc1cccc(-n2c(=O)[nH]cc(C(=O)Nc3ccc4c(c3)OCCO4)c2=O)c1	1%	-3	-1%	-2%	-1%	-17%	3%[46.1 µM]	-1%	6%	-5%	1%
Cc1cc(C)cc(NC(=O)CSc2nc(=O)n(CCN3CCOCC3)c3c2CCCC3)c1	0%	4	2%	-4%	3%	-22%	-5%	-6%	9%	-4%	10%
O=C(Nc1ccc2nc3n(c(=O)c2c1)CCCCC3)c1ccccc1Cl	10%	-6	u	-6%	-5%	5%	-4%	-2%	-2%	6%	2%
Cc1ccsc1C(=O)NNC(=O)Nc1ccc(Cl)c(Cl)c1	0%	-7	u	0%	-1%	7%	-1%	-16%	u	1%	34%
NS(=O)(=O)c1cccc(NC(=O)COC(=O)c2cc(-c3ccc(Cl)cc3)nc3ccccc23)c1	0%	-15	u	-3%	-21%	-1%	2%[46.1 µM]	7%	u	-10%	-13%
CCn1cc(C(=O)O)c(=O)c2cc(Br)ccc21	0%	-12	-2%	-9%	-3%	-4%	-13%	-3%	13%	14%	-11%
O=C(CCc1[nH]c2ccccc2c1Sc1ccccc1)N(CCO)CCO	-2%	8	3%	0%	-1%	-1%	0%[46.1 µM]	-1%	u	-6%	-5%
O=C(CN1CCCC1)N/N=C/c1ccc(-c2cccc(Cl)c2)o1	4%	0	-5%	-1%	-3%	4%	-3%	-2%	1%	-2%	-5%
CCCCN(C)Cc1c(C)[nH]c2ccc(Cl)cc2c1=O	9%	13	1%	0%	1%	-16%	2%	-1%	-16%	7%	5%
CCOc1ccc(NC(=O)C2CCCN(S(=O)(=O)c3ccc(-n4cnnn4)cc3)C2)cc1 (stereo not drawn)	10%	-4	-2%	3%	-2%	20%	-3%	-4%	1%	6%	7%
CCN(Cc1ccccc1)S(=O)(=O)c1c(C)n(C)c(=O)n(C)c1=O	-6%	-9	1%	-2%	x	6%	-4%	-2%	u	1%	0%
O=C(c1cc2nc(-c3ccc(F)cc3)cc(C(F)(F)F)n2n1)N1CCCCC1c1cccnc1 (stereo not drawn)	2%	-26	u	-1%	32%	-3%	-6%	4%	8.2µM*	-4%	-57%[inhibitor]
Cc1c(Cl)cccc1NC(=O)Nc1ccccc1C(N)=O	1%	-5	-2%	-1%	6%	7%	-1%	0%	0%	4%	-51%[inhibitor]
O=C(NNC(=O)c1ccco1)c1csc(N2CCOCC2)n1	2%	8	u	-1%	-2%	11%	-6%	-8%	0%	-1%	14%
O=C(NCc1ccco1)c1cnc2n(c1=O)CCS2	3%	6	-2%	-8%	3%	-11%	x	3%	15%	0%	23%[7.66 µM]
Nc1cc(N)nc(SCC(=O)Nc2ccc(Br)cc2Cl)n1	2%	-17	-1%	0%	0%	11%	-1%	-2%	u	3%	-5%
CCn1c(-c2ccccn2)nc2cc(S(=O)(=O)N(C)C)ccc21	-3%	-5	0%	-1%	-6%	7%	3%	-1%	u	-1%	10%
Cc1ccc(C(O)c2nc3ccccc3n2C(C)C)cc1 (stereo not drawn)	2%	-5	1%	0%	2%	-6%	-5%	-1%	2%	-3%	-2%
CCOc1ccc(N(CC(=O)NC2CCCCC2)C(=O)CCC(=O)Nc2cc(C)ccn2)cc1	5%	0	-10%	-9%	1%	-9%	1%	7%	-2%	-5%	-32%
CCC(C)n1c(SCC(=O)Nc2ccc3[nH]c(=O)[nH]c3c2)nc2ccccc2c1=O (stereo not drawn)	0%	15	-24%	-3%	-1%	-31%	-4%	-11%	-20%	1%	-9%
CC(C)[C@H](NC(=O)NC1CCCc2ccccc21)C(=O)O (stereo partly drawn)	8%	-2	1%	-7%	3%	20%	5%	3%	1%	-2%	-12%
O=C(COC(=O)c1cnccn1)Nc1ccc(Cl)cc1C(F)(F)F	3%	-8	u	-3%	-4%	-5%	-5%	-6%	u	3%	u

Bioassay records as filed in PubChem BioAssay.
